NRP1-CendR mod: NRP-1/CendR interaction modulation; O14786; AID 602438; 0.85% of 360,000 active; inhibition, % at 25 µM; FAM-RPARPAR peptide binding to NRP-1, fluorescence polarization;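 active means inhibition or corrected inhibition above about 18%, plus a signal ratio from 0.5 to 1.5, limit read from the data, passing the limit was not always enough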; further: strong numbers were not always called active
Target sequence (O14786 whole entry, looked up): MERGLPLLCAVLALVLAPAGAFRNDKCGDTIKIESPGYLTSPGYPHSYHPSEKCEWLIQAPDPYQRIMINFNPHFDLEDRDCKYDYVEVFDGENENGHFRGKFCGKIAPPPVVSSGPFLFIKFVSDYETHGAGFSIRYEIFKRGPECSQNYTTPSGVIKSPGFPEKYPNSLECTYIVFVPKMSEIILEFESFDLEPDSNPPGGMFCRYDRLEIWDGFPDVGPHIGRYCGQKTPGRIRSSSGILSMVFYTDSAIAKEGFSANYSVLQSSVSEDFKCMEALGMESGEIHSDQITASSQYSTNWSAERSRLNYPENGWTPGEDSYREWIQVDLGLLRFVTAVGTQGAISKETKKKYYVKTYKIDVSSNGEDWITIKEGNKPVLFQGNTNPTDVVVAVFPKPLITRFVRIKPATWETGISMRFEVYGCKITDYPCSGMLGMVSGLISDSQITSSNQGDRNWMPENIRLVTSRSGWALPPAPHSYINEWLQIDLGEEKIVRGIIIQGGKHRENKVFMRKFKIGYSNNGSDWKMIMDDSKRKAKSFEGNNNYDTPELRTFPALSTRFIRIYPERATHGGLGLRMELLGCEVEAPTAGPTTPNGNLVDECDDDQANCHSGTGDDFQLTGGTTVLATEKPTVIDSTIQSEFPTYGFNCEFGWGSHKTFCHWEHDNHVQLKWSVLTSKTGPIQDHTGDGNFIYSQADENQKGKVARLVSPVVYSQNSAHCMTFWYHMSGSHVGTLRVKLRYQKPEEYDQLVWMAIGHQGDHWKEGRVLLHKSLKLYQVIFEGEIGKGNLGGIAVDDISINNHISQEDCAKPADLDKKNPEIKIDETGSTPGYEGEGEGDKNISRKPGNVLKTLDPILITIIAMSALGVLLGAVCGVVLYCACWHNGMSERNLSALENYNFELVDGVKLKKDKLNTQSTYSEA
MT1-MMP act inh: inhibitors of human MT1-MMP activation. 0.061% of 360,000 active. GFP/RFP ratio change, % at 20 µM. P50281. HT1080 RFP-PRO-GFP cells, GFP/RFP ratio fluorescence, overnight; percent of plate control window, DMSO zero;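 active means GFP/RFP ratio change of at least 30% with cell ATP level not reduced by more than half and red fluorescence within 50% of control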; further: strong numbers were not always called active
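system = RFP-PRO-GFP reporter HT1080 cells | dosing = 20 µM single dose, 1% DMSO | timing = overnight cell settling, then overnight compound exposure, 37 °C, 5% CO2 | read-out basis = GFP/RFP fluorescence ratio | controls = DMSO and RFP-L50D-GFP cell wells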
MsrA inh: inhibits bovine methionine sulfoxide reductase A; purified bovine MsrA, absorbance read-out; inhibition, % at 15.5 µM; 0.75% of 360,000 active; in the data active means inhibition above about 4.5%;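 further: 0% = vehicle wells with enzyme and 100% = reference inhibitor wells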
TbMetRS inhib: Trypanosoma brucei MetRS inhibition; purified T. brucei MetRS, ATP depletion, Kinase-Glo luminescence; inhibition, % at 11.9 µM; 0.4% of 360,000 active;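 active means inhibition above a per-plate cutoff of the control wells' mean inhibition plus 3 SD, cut at about 5.5% in these data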;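 further: 0% = DMSO wells median and 100% = median of wells with control inhibitor compound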
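technique = Kinase-Glo luminescence, ATP depletion format | system = purified MetRS (methionyl-tRNA synthetase) enzyme from Trypanosoma brucei | timing = 15 min preincubation, 2 h reaction, all 25 °C | evaluation = percent inhibition versus plate control medians | dosing = single dose, 11.9 µM final nominal, 0.9% final DMSO | also added = substrates ATP, L-methionine and bulk Escherichia coli tRNA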
E coli Lon inh: inhibitors of E. coli Lon protease; P0A9M0; purified E. coli Lon protease, fluorescence polarization; inhibition, % at 7.94 µM; 0.42% of 360,000 active; in the data active means inhibition above about 13%, passing the limit was not always enough;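 further: 0% = enzyme with probe and DMSO and 100% = no enzyme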
SKN-1 inh: inhibitors of C. elegans SKN-1; C. elegans VP596 Pgst-4::GFP/RFP ratio, acrylamide-induced, 24 h; inhibition, % at 21.8 µM; 0.49% of 360,000 active; AID 624304;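 active means interference check ratio from 0.5 to 1.5 plus GFP to RFP signal ratio inhibition reaching or exceeding a fixed threshold, cut at about 30% in these data, passing the limit was not always enough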; further: some compounds called inactive have numbers as strong as hits
PABP1 MLLE inh: blocks PAM2 peptide binding to the PABP1 MLLE domain. P11940. GST-MLLE / FITC-PAM2 fluorescence polarization. inhibition, % at 20 µM. 0.36% of 360,000 active; in the data active means inhibition above about 35%, passing the limit was not always enough;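 further: plate controls were DMSO wells with GST-MLLE for no effect and wells lacking GST-MLLE protein for full effect; some results filed as inactive read as strong as hits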
FAS-TE inh: FAS thioesterase (human) inhibition; recombinant FAS-TE, OMFH fluorogenic substrate, fluorescence endpoint; 0.67% of 360,000 active; inhibition, % at 15 µM;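 active means compounds whose normalised, plate-corrected inhibition of enzyme fluorescence in the single-dose primary screen is 50% or more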;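 further: 0% = DMSO with enzyme and 100% = substrate without enzyme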
bovine MsrA act: activates bovine MsrA enzyme. purified bovine MsrA, absorbance read-out. activation, % at 10.6 µM. 0.3% of 360,000 active; in the data active means activation above about 7.5%;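 further: 0% = vehicle and 100% = reference activator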
Numbers without * were called inactive; · = no result given; & = joins results of further samples.

SMILES,NRP1-CendR mod,MT1-MMP act inh,MsrA inh,TbMetRS inhib,E coli Lon inh,SKN-1 inh,PABP1 MLLE inh,FAS-TE inh,bovine MsrA act
Cc1nc2oc(C(=O)c3ccc(Br)cc3)c(N)c2c2c1COC(C)(C)C2,-3,14,-1.5,-1.2,-5,25,9,6,-10
Cc1c(C(=O)O)sc(S(=O)(=O)N2CCN(C(=O)Cc3ccc(Cl)cc3)CC2)c1C(=O)O,12,1,-0.9,0.2,1,22,2,-7,-2
O=C(NCCN1CCOCC1)c1cccc(S(=O)(=O)Nc2cc(Cl)ccc2Cl)c1,-3,2,-1.7,-0.3,0,16,7,-9,-3
CS(=O)(=O)N1CCN(C(=O)NC2CCCCC2)CC1,4,13,0.9,0.3,7,-4,0,-3,-1
Cc1ccc(Cl)cc1N1CCN(S(=O)(=O)c2ccc(-c3ccc(=O)[nH]n3)o2)CC1,12,-4,-0.7,-0.4,-10,-11,-12,-2,-2
Cc1cccc2sc(NC(=O)CCNS(=O)(=O)c3cccc4nonc34)nc12,-18,-11,0.3,-0.5,1,-13,3,4,-8
CC1CC(C)CN(C(=O)CN2C(=O)NC(C)(C)C2=O)C1 (stereo not given),8,-4,-0.5,-0.3,8,-9,11,-6,-5
CCc1cc(=O)oc2cc(OCC(=O)NC3CC(C)(C)NC(C)(C)C3)ccc12,9,3,0.3,0.4,1,14,-1,-9,-2
CC(C)(C)S(=O)(=O)c1cnc(N2CCOCC2)nc1N,-5,4,-1.7,-0.1,1,-17,-11,0,-3
CCCCC(=O)Nc1ccccc1Oc1ccccc1,2,-4,0.0,-0.4,9,-8,1,4,-8
CCOC(=O)C1=C(N)n2c(s/c(=C\c3cccs3)c2=O)=C(C(=O)OCC)C1c1cccs1 (stereo not given),-3,1,0.4,-0.6,-1,12,-9,10,-2
O=C1/C(=C\c2ccc(Cl)cc2)CCC1CNc1ccc(Cl)cc1 (stereo not given),-6,-5,0.7,-0.1,-36,10,-11,0,-5
C=CCn1c(SC2CCOC2=O)nc2sc(C)c(C)c2c1=O (stereo not given),-5,0,3.1,-0.3,0,2,-10,-1,-3
Cc1ccc(CCNC(=O)C2CCC(=O)N2C(C)C)cc1 (stereo not given),-2,0,-0.9,-0.1,-3,8,-7,-8,-1
COC1C(=O)CCC2(CO2)C1(O)C1(C)OC1CC=C(C)C (stereo not given),-18,1,-0.4,0.1,0,1,6,-6,-8
Cc1cc(=O)n(C)c(=O)n1CCCCOc1cccc([N+](=O)[O-])c1,12,0,-0.2,-1.5,10,-8,-4,-3,-10
CC1CCN(c2c(NCC3CCC(C(=O)Nc4ccccn4)CC3)c(=O)c2=O)CC1 (stereo not given),0,-4,0.1,-0.6,-3,-10,-4,-3,-10
CCCCN1CC(N2CCN(Cc3cccc(C)c3)CC2)CS1(=O)=O (stereo not given),-10,3,-0.5,-0.6,-1,3,-3,-7,-5
Cc1c(CCOC(=O)c2ccc(N3CCOCC3)c([N+](=O)[O-])c2)sc[n+]1CC#N,-2,0,-0.5,-0.1,1,6,36,-4,-4
Cc1cc(=O)[nH]c(Nc2ccc(Cl)cc2)n1,22*,0,0.2,0.5,5,-2,0,-5,-3
COc1ccccc1CCNC(=O)c1ccoc1C,-6,-5,-1.1,-1.0,-8,1,-2,-6,-2
CCCCNc1c(-c2ccc(OC)c(SC3CCCCC3)c2)nc2ccc(C)cn12,-24&-28,15&22,1.1&0.4,0.2&0.5,6&4,0&8,-15,23&31,-12&-10
CCc1ccccc1NC(=S)NCC1CCN(c2ccc(OC)cc2)C1 (stereo not given),-14,2,-0.8,1.6,4,-1,-5,-20,-1
Cc1ccccc1SCC(=O)N/N=C/c1ccc(F)cc1,-2,-6,0.1,-0.1,7,-3,5,6,-4
Cc1ccc(C(=O)NCCNC(=O)COc2ccc(Cl)cc2)cn1,9,-1,-0.8,0.6,-3,-2,5,-5,-2

Pulled by structure from above (5):
SMILES,NRP1-CendR mod,MT1-MMP act inh,MsrA inh,TbMetRS inhib,E coli Lon inh,SKN-1 inh,PABP1 MLLE inh,FAS-TE inh,bovine MsrA act
Cc1nc2oc(C(=O)c3ccc(Br)cc3)c(N)c2c2c1COC(C)(C)C2,-3,14,-1.5,-1.2,-5,25,9,6,-10
CCCCN1CC(N2CCN(Cc3cccc(C)c3)CC2)CS1(=O)=O (stereo not given),-10,3,-0.5,-0.6,-1,3,-3,-7,-5
CC(C)(C)S(=O)(=O)c1cnc(N2CCOCC2)nc1N,-5,4,-1.7,-0.1,1,-17,-11,0,-3
CC1CCN(c2c(NCC3CCC(C(=O)Nc4ccccn4)CC3)c(=O)c2=O)CC1 (stereo not given),0,-4,0.1,-0.6,-3,-10,-4,-3,-10
Cc1cccc2sc(NC(=O)CCNS(=O)(=O)c3cccc4nonc34)nc12,-18,-11,0.3,-0.5,1,-13,3,4,-8

Remaining list, next part.
SMILES	NRP1-CendR mod	MT1-MMP act inh	MsrA inh	TbMetRS inhib	E coli Lon inh	SKN-1 inh	PABP1 MLLE inh	FAS-TE inh	bovine MsrA act
CC(C)c1nc(CNC(=O)C2CCC(=O)N(CCc3cccc(F)c3)C2)cs1 (stereo not given)	4	1	1.3	0.4	0	9	-5	-6	-1
Cc1c(-c2cccc(NC(=O)c3cccs3)c2)nc2ncccn12	-10	0	2.4	-0.5	10	0	0	-4	-11
COc1ccc2c(COC(=O)[C@H](C)NS(=O)(=O)c3ccccc3F)cc(=O)oc2c1	0	-3	0.6	-0.2	1	12	8	-5	-5
CC(C)OC(=O)CC12CN3CN(C1)CC(CC(=O)OC(C)C)(C3)C2=O	8	4	1.2	-0.6	-18	-4	-13	3	2
Cc1[nH]c2ccccc2c1C(=O)CCl	7	3	0.6	0.4	-3	3	-3	-4	-4
Cc1cccc(C(CC(=O)NCCc2ccccc2)c2ccccc2)c1O (stereo not given)	21*	-2	-1.5	0.7	-5	-8	-4	12	0
C[C@H](CO)N1C[C@H](C)[C@@H](CN(C)S(=O)(=O)c2ccccc2F)Oc2ncc(Br)cc2C1=O	1	·	1.0	-2.4	1	-16	5	-6	-9
COC(=O)c1c(NC(C)=O)sc2c1CCCC2	-8	0	0.7	-0.4	-5	14	17	-2	-4
O=C(O)Cn1cnc2c(OCc3ccccc3)ncnc21	-4	6	0.2	0.1	-9	4	1	-5	1
NC(=S)Nc1ccccc1Br	-5	1	-0.5	-0.9	4	-7	-8	-1	-3
CCn1nc2cc(C(=O)NCC34CC5CC(CC(C5)C3)C4)ccc2c1OC	3	6	-0.9	-0.1	1	14	1	-5	0
Cc1cc(C(F)(F)F)n(-c2nc(C(=O)NNS(=O)(=O)c3ccccc3)cs2)n1	15	-2	0.4	0.1	8	-11	-11	-7	0
Cc1ccc(C)c(NS(=O)(=O)c2ccc(OCC(=O)NCc3ccco3)cc2)c1	5	-5	-0.7	-0.1	1	-3	-8	0	0
O=C(CSc1ccc(-c2ccncc2)nn1)c1ccccc1	-15	3	-0.7	-0.7	6	-1	38*	-1	-3
NS(=O)(=O)c1ccc(NS(=O)(=O)c2ccc(C3CNC(=O)C3)cc2)cc1 (stereo not given)	-3	4	0.4	-0.5	19*	-4	7	0	-11
CCOC(=O)c1ccccc1NC(=S)N1CCC(C(N)=O)CC1	2	-2	2.0	-0.1	-7	-1	-2	-4	-2
COC(=O)c1ccc(CSc2nnc(NC(C)C)s2)cc1	11	3	-0.1	-1.5	0	-6	-1	-3	-9
C[C@@H](C(=O)Nc1ccc2c(c1)OCCO2)n1c(=O)[nH]c2ccccc2c1=O	4	0	1.6	-0.1	-1	0	-6	-5	-3
CCN(CC)C(=O)Cn1cnc2sc(C(=O)NCCCN3CCOCC3)c(C)c2c1=O	7	1	1.0	-0.3	1	-8	10	-6	-1
Cc1ccc(S(=O)(=O)N2CCOCC2)cc1NC(=O)Cn1nc(C)c([N+](=O)[O-])c1C	-9	1	-1.1	-0.2	1	1	-5	-5	-4
CCCOc1ccc(C(=O)N/N=C/c2c[nH]c3ccc(Br)cc23)cc1	3	3	2.1	-1.5	16	3	9	22	-9
COC(=O)c1cc(Nc2cc(C)nc3ncnn23)cc(C(=O)OC)c1	3	2	0.2	-1.1	8	8	10	2	2
O=C(CCN1C(=O)/C(=C/c2ccccc2Cl)SC1=S)N1CCOCC1	16	-2	-0.5	0.0	-9	7	36	8	-1
CCCC1=C(C(=O)OCC)C(c2cccnc2)n2nc(C)nc2N1 (stereo not given)	-8	-2	-0.6	-0.5	9	3	7	-3	-5
CCN(CC)CCCN(Cc1cc2ccc(C)c(C)c2[nH]c1=O)C(=O)NC1CCCCC1	5	-21	-0.1	-1.7	5	8	-14	34	-11
CO/N=C1\CCCc2c(C(=O)NN)sc(SC)c21	-13	2	0.7	-0.2	-4	-16	-11	-3	-7
COc1ccccc1NC(=O)CSc1nccn1Cc1ccccc1	-7	2	3.4	-0.6	-8	0	1	3	-2
O=C(COC(=O)c1ccco1)Nc1cccc(Br)c1	4	-1	-0.3	-0.2	3	-23	0	0	-12
Cn1cc(C(=O)NS(=O)(=O)Nc2ccc(Br)cc2)c2ccccc21	-1	2	-0.7	0.1	6	20	5	-2	-2
CCS(=O)(=O)c1ccc2oc(Nc3ccc(OC)cc3)nc2c1	0	2	0.6	-0.7	-4	6	-7	2	-1
COc1ccc(S(=O)(=O)N2CCOCC2)cc1NC(=O)Cc1ccccc1Cl	9	6	-0.5	0.7	-2	8	1	-10	2
COC(=O)Cn1c(=O)c2c(nc3n2CC(C)CN3Cc2ccccc2)n(C)c1=O (stereo not given)	1	1	-0.5	-0.6	2	6	-14	-3	-4
O=C(c1cccs1)N1CCN(C2CCCCC2)CC1	14	2	-0.3	0.6	2	-2	11	-12	-2
O=S(=O)(Nc1ccc(C(F)(F)F)cc1)c1cnc[nH]1	-7	-6	-0.8	0.4	-4	38*	-6	-15	-5
Cc1cccn2c(=O)c(/C=C(\C#N)S(=O)(=O)c3ccccc3)c(N3CCC(C(N)=O)CC3)nc12	-7	-2	1.1	0.2	-2	7	6	24	1
